C2C12 statin – suppressors of statin myotoxicity in C2C12 myotubes, primary screen, cell-based, single point, plate reader; AID 602340, 2012; C2C12 myotubes + simvastatin, ATP luminescence, 48 h; scaled: DMSO 0, geranylgeraniol control 100; actives 0.78% (n = 330,000); rescue of ATP level, % at 7.49 µM;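 active = mean ATP rescue above about 67%, or every replicate alone reaching that limit, limit read from the data, passing the limit was not always enough; inconclusive = no clear call, values can overlap the other calls; inactive = mean under the limit and some replicate under it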;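 also: myotubes were challenged with 10 µM simvastatin during compound exposure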
FN deposit inh – inhibitors of fibronectin matrix deposition, primary screen, AH1F cells, Alexa488-fibronectin fluorescence, plate reader; AH1F fibroblasts, overnight; inhibition, % at 12.6 µM; actives 0.086% (n = 350,000);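 active = mean inhibition across replicates of 30% or more, regardless of how many single replicates reach that level; inconclusive = mean under 30% yet at least half of replicates reach 30%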;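 also: positive control wells lacked labelled fibronectin entirely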
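Test system: AH1F fibroblast monolayer depositing Alexa488-labelled fibronectin into matrix. Input: 10000 cells per well. Technique: fluorescence, ex 485 nm, em 525 nm. Buffer or medium: DMEM plus 2% serum, read in PBS. Timing: 1 h cell adhesion before compound, then overnight fibronectin incubation. Compound: single dose, pinned. Read-out basis: inhibition from reduced deposited-fibronectin fluorescence.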
SIRT5 inh – SIRT5 desuccinylase inhibitors, primary screen, biochemical, fluorescence imaging, single point, set 5; NAD-dependent protein deacylase sirtuin-5, mitochondrial (Homo sapiens), Q9NXA8; Purified SirT5, succinyl-peptide AMC, trypsin-coupled fluorescence; inhibition, % at 15 µM; actives 1.1% (n = 330,000); in the data active = inhibition above about 15%; inconclusive = no clear call, values can overlap the other calls
Target sequence (Q9NXA8 whole entry, looked up): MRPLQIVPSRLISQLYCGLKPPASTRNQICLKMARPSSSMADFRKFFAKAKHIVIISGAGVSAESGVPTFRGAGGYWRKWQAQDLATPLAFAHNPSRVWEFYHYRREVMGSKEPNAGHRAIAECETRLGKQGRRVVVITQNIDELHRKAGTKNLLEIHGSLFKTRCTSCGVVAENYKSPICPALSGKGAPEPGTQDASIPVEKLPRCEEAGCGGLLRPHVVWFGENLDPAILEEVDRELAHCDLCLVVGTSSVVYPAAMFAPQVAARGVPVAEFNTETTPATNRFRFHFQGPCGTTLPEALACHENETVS
LGR2 antag – inhibitors of bursicon-induced LGR2 CRE-luciferase signal, primary screen, cell-based, HEK293, CRE-luciferase reporter, bursicon stimulation. Drosophila bursicon receptor LGR2 (rickets). bursicon-stimulated, 4 h. inhibition, % at 9.99 µM. actives 0.35% (n = 380,000);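 active = drop in luminescence signal, shown as inhibition above about 50% in the replicate tests, limit read from the data, passing the limit was not always enough; inconclusive = probably only some replicates passing the limit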;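 also: agonist challenge used bursicon conditioned medium at about half maximal strength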
Casp6 inh – human caspase-6 inhibitors, primary screen, biochemical, VEID-R110 fluorescence, single point, set 2; P55212; purified caspase-6, Z-VEID-R110 cleavage fluorescence; inhibition, % at 12.5 µM; actives 0.53% (n = 350,000);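 active = mean inhibition across replicates at least about 35%, with every replicate also reaching that limit, limit read from the data; inconclusive = only one of the two criteria met; inactive = neither criterion met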;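 also: 0% = median of neutral control wells and 100% = no fluorescence left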
Target sequence (P55212 24-179 limits assumed): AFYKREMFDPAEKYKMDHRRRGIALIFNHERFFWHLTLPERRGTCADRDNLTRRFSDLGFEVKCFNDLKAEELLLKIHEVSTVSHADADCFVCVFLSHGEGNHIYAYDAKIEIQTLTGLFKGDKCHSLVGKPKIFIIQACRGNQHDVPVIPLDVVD
Target sequence (P55212 194-293 limits assumed): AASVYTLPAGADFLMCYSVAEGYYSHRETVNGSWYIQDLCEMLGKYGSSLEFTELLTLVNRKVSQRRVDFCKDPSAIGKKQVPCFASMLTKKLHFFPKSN
esBAF inh – Bmi1 luciferase reporter increase in mESCs, primary screen, esBAF inhibitor project, mouse ES cells, Bmi1 luciferase knock-in, single point | reporter increase, % at 12.5 µM | actives 2% (n = 350,000) | 24 h; 100% = twice the neutral-well signal; in the data active = activation above about 40%; inconclusive = no clear call, values can overlap the other calls;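 also: 0% = median of the plate's neutral control wells and 100% = double that signal; a rise in the Bmi1 reporter signal indicates esBAF inhibition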
S100A4 MyoIIA – inhibitors of S100A4-myosin IIA peptide binding, primary screen, biochemical, fluorescence polarization, TAMRA-MyoIIA peptide; inhibition, % at 10.7 µM; actives 0.14% (n = 360,000); AID 652163, 2013;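 active = mean inhibition of at least 70% across replicates, with every replicate also reaching that level; inconclusive = mean inhibition reaches 70% but some replicates fall short; inactive = mean inhibition below 70%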
Target sequence (P26447 whole entry, looked up): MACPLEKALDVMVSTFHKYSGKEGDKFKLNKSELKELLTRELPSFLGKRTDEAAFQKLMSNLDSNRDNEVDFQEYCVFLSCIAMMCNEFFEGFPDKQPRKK
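System – human S100A4 monomer protein, biochemical binding assay · Buffer or medium – Calcium-containing HEPES buffer, pH 7.2 · Timing – 5 min between mix addition and reading · Also added – TAMRA-labelled myosin IIA heavy-chain peptide probe, 5 nM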
Numbers without * were called inactive; u = inconclusive; x = no result given. An excerpt; count on the stated rates, not on these rows.

Results follow in this order: C2C12 statin	FN deposit inh	SIRT5 inh	LGR2 antag	Casp6 inh	esBAF inh	S100A4 MyoIIA
> COc1ccc(CN(Cc2cccn2C)C(=O)c2cc3cc(OC)ccc3[nH]2)cc1
    124*	0	x	-8	13	-5	-8
> Fc1ccc(-c2csc3ncnc(N4CCN(Cc5ccccc5)CC4)c23)cc1
    -8	5	2	-1	1	0	5
> S=C(NCc1cccs1)Nc1cc(Cl)cc(Cl)c1
    x	0	2	0	-3	x	-2
> O=C(C[C@H]1CC[C@H]2[C@@H](COC[C@@H](O)CN2C(=O)c2cnccn2)O1)NCc1ccccc1
    -13	6	-15	-20	-1	-8	1
> CCCCCCCCn1cc(C(C)=O)c(=O)[nH]c1=O
    6	20	x	x	x	-2	x
> N#C[C@H]1[C@H](c2ccccc2-c2cccc(F)c2)[C@H](CO)N1C(=O)C1CC1
    x	-7	-10	0	1	x	-16
> O=C(NNC(=O)c1cccs1)c1ccc(S(=O)(=O)N2CCCCC2)cc1
    x	-3	1	5	-5	x	u
> N/C(=N\OC(=O)c1cccc(Cn2cc(C(F)(F)F)ccc2=O)c1)c1ccccc1
    4	3	-3	19	1	18	2
> O=C1C=C(N2CCCCC2)c2ccccc2C1=O
    -310	0	3	20	100*	-42	-3
> O=C1N[C@@H](Cc2ccccc2)C(=O)N2[C@H]1C[C@]1(Br)c3ccccc3N(S(=O)(=O)c3ccc(F)cc3)[C@H]21
    0	8	x	3	-1	0	0
> Cc1ccc(O)c(NC(=O)c2cc(-c3ccc(F)cc3)on2)c1
    27	-1	1	-47	-1	29	5
> CCn1c(SCC(=O)c2cc(OC)ccc2OC)nnc1C1CC1
    -17	-11	x	x	x	1	x
> C/C(=N/NC(=O)CSc1nc2ccccc2n1C)c1ccc(O)cc1
    x	-2	1	x	2	x	-6
> Cc1ccc(C)c(NC(=S)NNC(=O)c2ccco2)c1
    -2	1	x	x	x	7	x
> COc1ccccc1CNC(=O)Cn1nc(C)c([N+](=O)[O-])c1C
    -10	0	-3	1	0	7	-1
> CCOC(=O)c1c(C)nn(Cc2ccccc2)c1N
    5	2	x	x	x	2	x
> Cc1onc(-c2c(F)cccc2Cl)c1C(=O)Nc1cccc(S(=O)(=O)NC2=NCCC2)c1
    -3	x	-1	-25	2	-3	1
> C=C(C)COc1ccc(C2NC(=O)c3ccccc3O2)cc1OCC (stereo not drawn)
    -2	-4	1	7	-1	-2	-3
> C[C@@H]1CN([C@H](C)CO)C(=O)c2c(c3ccccc3n2C)-c2ccccc2CO[C@H]1CN(C)S(=O)(=O)c1ccccc1F
    8	1	0	18	-1	1	0
> Cc1cc(-c2ccc(Br)cc2)n2nc(C)cc2n1
    3	11	x	-8	3	-11	-1
> CO[C@H]1CN(C)C(=O)c2ccc(NC(C)=O)cc2OC[C@@H](C)N(C(=O)CN(C)C)C[C@@H]1C
    -10	-14	x	-8	x	-7	x
> COc1ccccc1NC(=O)c1sc2nc3n(c(=O)c2c1C)CCC3
    -4	-3	-6	15	2	16	-1
> Cc1cc(C)cc(N2C(=O)CC(N(C(=O)c3ccco3)c3cc(C)cc(C)c3)C2=O)c1 (stereo not drawn)
    -10	-9	x	x	x	6	x
> Cc1occc1-c1nnc(SCC(=O)c2ccc3c(c2)OCCO3)n1CC1CCCO1 (stereo not drawn)
    9	-18	-1	-1	-2	7	0
> CCC1CCCCN1CCCNC(=O)c1ccc(CS(=O)(=O)c2ccc(Br)cc2)o1 (stereo not drawn)
    -11	-4	-1	0	-30	-5	-3
> C[C@@H]1CN([C@H](C)CO)S(=O)(=O)c2ccc(Br)cc2O[C@@H]1CN(C)Cc1ccccc1
    -6	x	1	18	1	0	-4
> Cc1ccc2[nH]c(=O)c(CN(Cc3ccccc3)Cc3nnnn3C3CCCC3)cc2c1
    20	x	x	-6	x	39	x
> Cn1nnc(NC(=O)CSc2ncn[nH]2)n1
    -3	1	x	x	x	3	x
> CC=Cc1ccc2n(c1=O)C[C@@H]1[C@@H](CO)[C@H](C(=O)Nc3ccc(-c4ccccc4)cc3)N(CC)[C@H]21 (mixture of isomers)
    -5	x	0	11	-2	21	-7
> O=C1CN(c2ccc(F)cc2)C(=S)N1c1ccccc1
    -14	-5	-1	0	-3	3	2
> COc1ccc(C2C(O)C(c3c[nH]c4ccccc34)=NN2C(=O)CCl)cc1 (stereo not drawn)
    -776	2	0	23	31	-64	1
> CC1CCc2sc(C(=O)N(C)CC(=O)Nc3ccc(N4CCOCC4)cc3)cc2C1 (stereo not drawn)
    x	-7	0	1	3	x	-3
> Cc1noc(C)c1NC(=O)Nc1ccc2c(c1)CC(=O)N([C@H](C)CO)C[C@H](C)[C@@H](CN(C)Cc1ccc(C(=O)O)cc1)O2
    4	-5	0	10	-1	1	18
> CC12CCC(=O)C=C1CCC1C2C(=O)CC2(C)C1CCC2(O)C(=O)CO (stereo not drawn)
    -1	5	-1	-3	1	-4	5
> CN1CCN(c2ccccc2NC(=O)c2ccc(N3CCCC3)c([N+](=O)[O-])c2)CC1
    x	-8	-1	-1	0	x	4
> Cc1cnc(C(=O)NC2CC(C)(C)Cc3c2cnn3-c2cccc(F)c2)cn1 (stereo not drawn)
    5	9	2	-4	x	22	-3
> COc1cccc(NC(=O)c2oc3ccccc3c2NC(C)=O)c1
    x	x	0	-15	-1	32	-4
> COc1cccc2cc(-c3cn4ccc(C)cc4n3)c(=O)oc12
    -10	x	-5	-32	-2	105*	4
> Cc1[nH]c(C)c(S(=O)(=O)N2CCCCC2)c1C(=O)N1CCCC1
    5	0	-7	10	-2	0	-5
> CCCC(C(=O)NC1CCCC1)N(C(=O)Cn1nnc(-c2ccc(C)o2)n1)c1ccccc1OC (stereo not drawn)
    7	x	-4	-16	6	-5	-2

Nothing new here: an excerpt of the list.
Results follow in this order: C2C12 statin	FN deposit inh	SIRT5 inh	LGR2 antag	Casp6 inh	esBAF inh	S100A4 MyoIIA
> CO[C@H]1CN(C)C(=O)c2ccc(NC(C)=O)cc2OC[C@@H](C)N(C(=O)CN(C)C)C[C@@H]1C
    -10	-14	x	-8	x	-7	x
> COc1ccccc1NC(=O)c1sc2nc3n(c(=O)c2c1C)CCC3
    -4	-3	-6	15	2	16	-1
> Cc1cc(C)cc(N2C(=O)CC(N(C(=O)c3ccco3)c3cc(C)cc(C)c3)C2=O)c1 (stereo not drawn)
    -10	-9	x	x	x	6	x
> Cc1occc1-c1nnc(SCC(=O)c2ccc3c(c2)OCCO3)n1CC1CCCO1 (stereo not drawn)
    9	-18	-1	-1	-2	7	0
> CCC1CCCCN1CCCNC(=O)c1ccc(CS(=O)(=O)c2ccc(Br)cc2)o1 (stereo not drawn)
    -11	-4	-1	0	-30	-5	-3
> C[C@@H]1CN([C@H](C)CO)S(=O)(=O)c2ccc(Br)cc2O[C@@H]1CN(C)Cc1ccccc1
    -6	x	1	18	1	0	-4
> Cc1ccc2[nH]c(=O)c(CN(Cc3ccccc3)Cc3nnnn3C3CCCC3)cc2c1
    20	x	x	-6	x	39	x
> Cn1nnc(NC(=O)CSc2ncn[nH]2)n1
    -3	1	x	x	x	3	x
> CC=Cc1ccc2n(c1=O)C[C@@H]1[C@@H](CO)[C@H](C(=O)Nc3ccc(-c4ccccc4)cc3)N(CC)[C@H]21 (mixture of isomers)
    -5	x	0	11	-2	21	-7
> O=C1CN(c2ccc(F)cc2)C(=S)N1c1ccccc1
    -14	-5	-1	0	-3	3	2
> COc1ccc(C2C(O)C(c3c[nH]c4ccccc34)=NN2C(=O)CCl)cc1 (stereo not drawn)
    -776	2	0	23	31	-64	1
> CC1CCc2sc(C(=O)N(C)CC(=O)Nc3ccc(N4CCOCC4)cc3)cc2C1 (stereo not drawn)
    x	-7	0	1	3	x	-3

(continued)
Results follow in this order: C2C12 statin	FN deposit inh	SIRT5 inh	LGR2 antag	Casp6 inh	esBAF inh	S100A4 MyoIIA
> CO[C@@H]1CN(C)C(=O)c2cc(NC(=O)c3ccc(F)cc3)ccc2OC[C@@H](C)N(C(C)=O)C[C@@H]1C
    14	9	-2	2	-1	-1	4
> Cc1ccc(S(=O)(=O)N(C)C[C@H]2Oc3ccc(NS(=O)(=O)c4ccc(Cl)cc4)cc3CC(=O)N([C@@H](C)CO)C[C@@H]2C)cc1
    -28	x	4	2	-3	3	7
> O=C1OC(c2ccccc2)(c2ccc(O)cc2)c2ccccc21 (stereo not drawn)
    4	3	-1	-9	4	4	-2
> CNC[C@@H]1Oc2ccc(NS(=O)(=O)c3cn(C)cn3)cc2C(=O)N([C@H](C)CO)C[C@@H]1C
    16	x	1	-16	x	-4	0
> O=C(CCNC(=O)Cn1cnc2ccccc2c1=O)NCC1CCCO1 (stereo not drawn)
    6	-6	-4	-16	2	-1	1
> CC=Cc1ccc2n(c1=O)C[C@@H]1[C@@H](CO)[C@H](C(=O)NCCCN3CCOCC3)N(C)[C@H]21 (mixture of isomers)
    10	x	4	-1	-3	-6	2
> C[C@@H]1CCCCO[C@H](CN(C)Cc2ccc(C(=O)O)cc2)[C@H](C)CN([C@@H](C)CO)C(=O)c2cc(NC(=O)Cc3ccccc3)ccc2O1
    x	x	-3	-9	3	-6	13
> COc1ccc(OC)c(C(C)NC(=O)C(C)Cc2ccccc2)c1 (stereo not drawn)
    1	-5	4	5	2	-5	3
> Cc1c(CCC(=O)NCCCCCC(=O)O)c(=O)oc2cc3occ(-c4ccccc4)c3cc12
    -2	9	5	0	15	-11	-3
> COc1cc(CCCN2C(N)=NC[C@@H]2c2ccccc2)cc(OC)c1OC
    -4	10	-3	4	0	-3	9
> CC(=O)c1c(O)c2ccccc2n(C2CCCCC2)c1=O
    17	4	-2	x	-1	-5	6
> NC(=O)C1CCCN(CC(=O)Nc2cc(S(=O)(=O)N3CCOCC3)ccc2N2CCCC2)C1 (stereo not drawn)
    25	-4	0	2	0	-1	-9
> O=C(C[C@@H]1C=C[C@H](NC(=O)c2ccc(F)cc2)[C@H](CO)O1)NCc1ccncn1
    24	-8	-1	28	0	5	5
> COCC(=O)Nc1nnc(-c2ccc(C(C)(C)C)cc2)s1
    -35	10	-14	-66	-1	-18	-1
